Source: PubChem BioAssay (The Scripps Research Institute Molecular Screening Center)
ssDAF12 agonist: activates DAF-12 receptor from parasite S. stercoralis | HEK293 ssDAF-12/GRIP1 lit1-tk-luc reporter, luminescence; % of 3 µM dafachronic acid response | activation, % at 6.8 µM | hit rate 1% among 370,000;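 active means activation above the mean over all tested compounds plus 3 SD, cut at about 0.9% in these data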;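 further: 0% = DMSO-only wells and 100% = 3 µM delta7-dafachronic acid wells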
hgDAF12 agonist: activates the H. glycines DAF-12 receptor ligand-binding domain. activation, % at 6.8 µM. AID 687014. hit rate 1.8% among 370,000. HEK293 GAL4-hgDAF12 UAS-luciferase reporter, agonist luminescence; normalized to butyrate control;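 active means activation above a cutoff set at the mean of all screened compounds plus 3 SD, cut at about 10% in these data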;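 further: 0% = DMSO wells and 100% = sodium butyrate wells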
hcDAF12 agonist: H. contortus DAF-12 activation, primary screen. hit rate 1.4% among 370,000. AID 652067. activation, % at 6.8 µM. HEK293 hcDAF-12 lit1-tk-luc reporter, luminescence; 0% DMSO, 100% Δ7-dafachronic acid;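 active means activation above the mean of all tested compounds plus 3 SD, cut at about 5.5% in these data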;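 further: 100% = response to 3 µM Δ7-dafachronic acid high control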
ADAM10 inh: inhibits human ADAM10 | hit rate 0.62% among 370,000 | recombinant ADAM10, EDANS/DABCYL FRET peptide cleavage, 3 h | inhibition, % at 7 µM | O14672;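 active means inhibition above a per-campaign cutoff equal to the mean of compounds falling between control-based bounds plus 3 SD, cut at about 20% in these data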;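 further: 0% = DMSO wells while the 100% control is not disclosed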
DAX1 inh-1: inhibitors of human orphan nuclear receptor DAX1 (NR0B1); P51843; AID 504766; HEK293 Gal4-DAX1 luciferase reporter, luminescence; inhibition, % at 6.75 µM; hit rate 0.99% among 340,000;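 active means inhibition above the mean over all tested compounds plus 3 SD, cut at about 4.2% in these data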;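 further: 0% = DAX1-transfected cells with DMSO and 100% = empty-vector control cells with DMSO; inhibition shows as a rise in luminescence from relieved DAX1 repression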
Target sequence (P51843 207-470 limits assumed): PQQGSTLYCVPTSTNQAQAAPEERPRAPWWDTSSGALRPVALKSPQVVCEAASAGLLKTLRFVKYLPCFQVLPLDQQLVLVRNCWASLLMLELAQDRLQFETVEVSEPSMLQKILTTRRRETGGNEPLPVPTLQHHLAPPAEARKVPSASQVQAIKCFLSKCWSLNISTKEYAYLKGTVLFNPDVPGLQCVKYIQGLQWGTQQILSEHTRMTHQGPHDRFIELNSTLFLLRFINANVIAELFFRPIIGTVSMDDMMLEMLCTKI
sPLA2-III inh: Blocks human group III sPLA2 activity. Q9NZ20. QFRET BODIPY PC-A2 liposome hydrolysis, fluorescence. inhibition, % at 12.2 µM. hit rate 0.56% among 370,000. AID 743126;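 active means inhibition above mean plus 3 SD of compounds lying within the high and low control bounds, cut at about 19% in these data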;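 further: 0% = median of test compound wells and 100% = no enzyme DMSO wells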
PLCb3 inh: inhibitors of human phospholipase C beta3 | inhibition, % at 12.2 µM | Purified PLC-beta3, fluorogenic substrate, fluorescence | Q01970 | AID 720704 | hit rate 0.18% among 370,000; in the data active means inhibition above about 11%;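 further: 0% = median of compound wells on plate and 100% = full blocker control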
ADAM17 inh: inhibits human ADAM17; AID 720648; hit rate 0.83% among 370,000; inhibition, % at 6.95 µM; recombinant ADAM17, EDANS/DABCYL FRET peptide cleavage;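 active means inhibition above the mean of compounds lying between control limits plus 3 SD, set per campaign, cut at about 8.5% in these data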;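 further: 0% = DMSO-only wells as the low control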
Target sequence (P78536 215-824 limits assumed): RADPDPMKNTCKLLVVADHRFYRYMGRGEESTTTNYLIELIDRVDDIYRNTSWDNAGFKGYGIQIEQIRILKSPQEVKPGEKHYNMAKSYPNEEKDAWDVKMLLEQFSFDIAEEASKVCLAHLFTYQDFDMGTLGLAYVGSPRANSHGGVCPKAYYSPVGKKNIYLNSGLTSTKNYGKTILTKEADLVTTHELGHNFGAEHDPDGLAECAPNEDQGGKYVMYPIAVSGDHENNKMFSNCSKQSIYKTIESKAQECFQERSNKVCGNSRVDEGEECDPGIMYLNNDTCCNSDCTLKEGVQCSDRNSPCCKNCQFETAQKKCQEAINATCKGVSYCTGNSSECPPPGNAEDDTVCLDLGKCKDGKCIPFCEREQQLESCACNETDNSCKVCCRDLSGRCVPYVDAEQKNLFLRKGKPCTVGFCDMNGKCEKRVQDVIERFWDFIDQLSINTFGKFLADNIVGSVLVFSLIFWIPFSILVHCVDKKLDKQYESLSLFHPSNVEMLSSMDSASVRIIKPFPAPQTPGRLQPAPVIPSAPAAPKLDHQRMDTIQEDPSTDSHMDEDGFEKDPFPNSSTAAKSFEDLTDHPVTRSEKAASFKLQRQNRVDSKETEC
DAX1 inh-2: inhibitors of DAX1 repression of SF-1 activated StAR promoter | HEK293T StAR-luciferase reporter, SF-1/DAX-1 repression relief | inhibition, % at 6.8 µM | hit rate 1.1% among 370,000 | AID 652010;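 active means inhibition above the mean over all tested compounds plus 3 SD, cut at about 3.6% in these data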;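 further: 0% = DAX-1 cells with DMSO and 100% = cells lacking DAX-1 with DMSO; higher inhibition means more luminescence from relief of DAX-1 repression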
PLC-gamma1 inh: PLC-gamma1 (human) inhibition, primary screen; hit rate 0.84% among 370,000; purified PLC-gamma1, fluorogenic substrate, fluorescence; AID 720700; inhibition, % at 12.2 µM; in the data active means inhibition above about 9.5%
GAA850 FXN act: activators of GAA850 frataxin (FXN) promoter; hit rate 0.56% among 360,000; activation, % at 6 µM; HEK293 lucGAA850 FXN promoter luciferase reporter, 24 h; percent of 10 µM SAHA response;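 active means activation above the average of all compounds screened plus 3 SD, cutoff fixed separately per campaign, cut at about 7.5% in these data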;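 further: 0% = DMSO wells and 100% = 10 µM SAHA wells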
An asterisk follows results filed as active; i = inactive; x = not tested or not shown.

SMILES | ssDAF12 agonist | hgDAF12 agonist | hcDAF12 agonist | ADAM10 inh | DAX1 inh-1 | sPLA2-III inh | PLCb3 inh | ADAM17 inh | DAX1 inh-2 | PLC-gamma1 inh | GAA850 FXN act
CCOc1cc2c(cc1/C=C/C(=O)O)OC(C)C2 (configuration not stated) | -1.1 | -3.9 | -2.0 | i | 4.7* | 0 | i | i | -0.8 | i | -0.2
Cc1ccc(S(=O)(=O)N2CCC(=O)N(CCOCc3cccc(C)c3)CC2)cc1 | -0.9 | -3.2 | -1.9 | -6 | 1.1 | 3 | 0 | -2 | 0.0 | 7 | -1.1
Nc1nc(Nc2ccccc2)nc(N2CCCC2)c1[N+](=O)[O-] | -0.5 | 5.8 | 0.2 | 6 | 3.6 | -4 | -1 | 3 | 0.5 | 4 | 11*
N/C(=N\OC(=O)c1ccccc1)C(C(=O)NOC(=O)c1ccccc1)C1CCCCC1 (configuration not stated) | -0.2 | 8.5 | 2.5 | 0 | 0.3 | -2 | 1 | -2 | -0.4 | -4 | -1.9
Cc1ccc(NS(=O)(=O)c2cccc(C(=O)N3CCN(c4ncccn4)CC3)c2)cc1 | -1.3 | 2.7 | 1.0 | -6 | 0.3 | 1 | -7 | 1 | -1.2 | -1 | 1.6
CS(=O)(=O)c1ccc(Cl)c(NC(=O)C2CCCCN2S(=O)(=O)c2ccccc2)c1 (configuration not stated) | -1.5 | -0.6 | 0.2 | -7 | -0.9 | -1 | -6 | -2 | -1.8 | 0 | 0.5
Cc1ccccc1N1CCN(S(=O)(=O)c2cccs2)CC1 | -1.5 | 0.5 | 0.9 | 4 | 0.4 | -9 | -8 | 5 | -0.3 | -4 | 2.1
COc1ccc(-c2n[nH]c(=S)n2Cc2ccco2)cc1 | -0.7 | -2.8 | 2.7 | -10 | -0.2 | 7 | -2 | -3 | -0.9 | 2 | -2.1
COc1ccc(CCNC(=O)C2C3CCC(C3)C2C(=O)O)cc1OC (configuration not stated) | -0.7 | 1.7 | -1.4 | 6 | 2.3 | 3 | -6 | -3 | -0.3 | 0 | 0.6
Cc1ccc(N2CC(C(=O)Nc3nnc(SCc4ccccn4)s3)CC2=O)cc1 (configuration not stated) | -1.1 | -1.5 | -0.4 | -10 | 0.5 | -2 | -7 | 0 | -0.3 | -1 | 0.1
CC1Cc2ccccc2N1C(=O)CN1C(=O)NC(C)(CCc2ccccc2)C1=O (configuration not stated) | -0.1 | -2.3 | 1.1 | -3 | 0.1 | -2 | -13 | 0 | -1.1 | 0 | 1.3
CCN(CC)CCN1C(=O)c2oc3ccc(F)cc3c(=O)c2C1c1ccncc1 (configuration not stated) | -1.0 | -0.5 | -0.9 | -71 | 1.4 | -4 | -39 | -16 | 0.9 | -31 | 0.8
CCC(C)[C@H](NC(=O)Nc1ccc(Oc2ccccc2)cc1)C(=O)O (some centres not stated) | -1.2 | -1.2 | 0.7 | -9 | -0.6 | -8 | 0 | -3 | 0.1 | 0 | 0.8
Clc1ccc(-c2noc(COc3ccccc3)n2)cc1 | -1.0 | 7.3 | -0.3 | -1 | 1.6 | 6 | -6 | -4 | -0.5 | -2 | 1.5
Cc1ccc(NS(=O)(=O)c2ccc3c(c2)NC(=O)CO3)c(C)c1 | -1.2 | 0.7 | 1.1 | 1 | 0.1 | -12 | -1 | 0 | -0.5 | 0 | 0.7
CCCCNC(=O)CCn1c(=O)c2ccccc2n(Cc2ccc(F)cc2)c1=O | -0.4 | 2.0 | -1.1 | 4 | 1.3 | 4 | 2 | 3 | 0.3 | 4 | 2.7
Cc1ccc(NC(=O)CN2C(=S)NC(C)(C)CC2C)cc1Cl (configuration not stated) | -1.9 | -2.1 | -1.5 | 0 | -1.0 | 13 | -8 | 0 | -1.8 | 3 | -1.2
CC(=O)N(C(C)=O)c1ccc2c(c1)OCCO2 | -1.3 | 0.6 | -0.6 | -4 | 1.0 | 6 | 0 | 1 | -0.3 | 4 | 0.6
COc1cc(C)c(NC(=O)C(=S)N2CCCC2)cc1C | -1.6 | -0.3 | -1.3 | -7 | -0.2 | 8 | -1 | -10 | -0.7 | 0 | 1.2
CCC(=O)c1ccc(OC)c(OC)c1O | -0.6 | 0.1 | -0.1 | -6 | 0.4 | 8 | -6 | -2 | -0.2 | 2 | 2.6
O=C(Nc1cc(S(=O)(=O)N2CCOCC2)ccc1N1CCCC1)c1cnccn1 | -0.6 | -1.1 | 0.8 | -2 | -0.6 | -1 | 5 | 0 | 0.4 | 4 | 1.4
O=C(NNC(=O)C12CC3CC(CC(C3)C1)C2)c1ccccc1F | -0.8 | 1.5 | 2.1 | 9 | 0.8 | 1 | 2 | -1 | 0.0 | -2 | -1.6
COc1ccc(CCNC(=O)C(=O)NCC2OCCN2S(=O)(=O)c2ccc(F)cc2)cc1 (configuration not stated) | -0.9 | -4.2 | 1.3 | -2 | 1.4 | 3 | -2 | -1 | -1.0 | 1 | -2.8
C[C@H]1[C@@H](NC(=O)/C=C/c2ccccc2)CC[C@@]23CCCN2C(=O)CCC[C@@H]13 | -1.5 | 8.5 | 0.1 | 1 | x | -5 | 2 | -3 | x | -1 | x
O=C(Nc1ccc2oc(-c3ccccc3)nc2c1)c1ccncc1 | -1.9 | -3.3 | -3.4 | 4 | -0.8 | -20 | 0 | 0 | -1.8 | 2 | -1.8
N#Cc1c(N)n(-c2ccc(N)cc2)c2nc3ccccc3nc12 | -1.0 | -2.6 | -1.5 | -11 | 3.0 | 6 | -8 | -3 | 0.0 | -1 | 3.1
Cc1cc(C(=O)N/N=C/c2cc(Br)cc([N+](=O)[O-])c2O)c2ccccc2n1 | -1.4 | 4.0 | -1.1 | 9 | 1.1 | -5 | -9 | 3 | 0.1 | -4 | -0.8
COc1cccc(NC(=S)NC(=O)c2cncc(Br)c2)c1 | -0.8 | 3.9 | 1.2 | 6 | 4.5* | 8 | 2 | -3 | -0.1 | 3 | 3.0
CCOCCn1c(=O)c2c(nc3n2CC(C)CN3Cc2ccccc2)n(C)c1=O (configuration not stated) | -1.8 | -1.0 | 0.7 | -2 | 0.1 | 3 | -2 | -2 | -0.1 | -2 | 2.2
CC(=O)N(/C=C1\SC(=S)N(c2ccccc2)C1=O)c1ccccc1 | 1.9* | -1.5 | -0.4 | 3 | 0.0 | -11 | -27 | 0 | 0.1 | -15 | 1.7
CCCCC(CC)C(=O)NCc1ccc(F)cc1 (configuration not stated) | -1.4 | -2.5 | -0.1 | -5 | -1.2 | -1 | 5 | -1 | -0.1 | 4 | 1.2
CCOC(=O)c1ccccc1NC(=S)N1CCC(N2CCCCC2)CC1 | -1.1 | -2.4 | 1.4 | -13 | -0.5 | 9 | -3 | -8 | 0.3 | -1 | 0.6
O=C(CSc1nnc(CNc2ccccc2)o1)N1CCCc2ccccc21 | -0.9 | -0.3 | 2.8 | -2 | 0.6 | -8 | -2 | -3 | -0.5 | 0 | -2.1
COc1cc(C(=O)NNC(=O)COc2ccccc2Cl)ccc1OCC(=O)N1CCOCC1 | -0.4 | 0.1 | -1.3 | 3 | 0.6 | -3 | -3 | 3 | 0.6 | 1 | 0.9
COc1cc2c(c(OC)c1O)C(=O)CO2 | -1.1 | -1.0 | -1.9 | -5 | 2.2 | -4 | -6 | -1 | 0.0 | -3 | 1.3
CN(c1ccccc1)S(=O)(=O)c1ccc(C(=O)Nc2ccncc2)cc1 | -1.3 | -4.2 | -2.2 | -2 | -2.6 | -17 | -2 | 4 | -3.6 | 2 | -1.2
CC(=O)Nc1ccc(NC(=O)[C@@H]2CCCN2S(=O)(=O)c2ccc3c(c2)OCCO3)cc1 | -0.8 | 2.2 | -0.2 | -1 | 0.1 | -2 | -5 | 0 | 2.1 | 0 | 1.2
COCCn1nnnc1C(c1cccc(C(F)(F)F)c1)N1CCOCC1 (configuration not stated) | -0.9 | -1.2 | -1.6 | -3 | -1.2 | 6 | 2 | -4 | 0.0 | 1 | 1.4
N#CCCN(C(=O)COC(=O)c1cccc(S(=O)(=O)N2CCCCCC2)c1)c1ccc(F)cc1 | -0.5 | -1.3 | 1.5 | -1 | 0.3 | -6 | -3 | 1 | 0.7 | 0 | -0.5
CCn1cnc2c(oc3ccccc32)c1=O | -0.9 | 2.0 | 0.7 | 8 | -0.2 | 3 | 2 | -2 | 1.3 | 2 | 3.6
CCN(C(=O)COC(=O)CSc1ccc(F)cc1)c1c(N)n(Cc2ccccc2)c(=O)[nH]c1=O | -0.8 | 1.6 | 0.3 | -5 | 1.6 | 4 | -4 | 1 | 0.7 | 2 | -1.9
COc1cccc(OC)c1C(=O)NCCN1CCN(C(=O)c2c(OC)cccc2OC)CC1 | -0.7 | 1.7 | -1.0 | -1 | 0.1 | -3 | -2 | -4 | 0.0 | -2 | -1.0
CCOC(=O)C1CCCN(C(=O)C2CCCN(S(=O)(=O)c3ccc4c(c3)oc(=O)n4C)C2)C1 (configuration not stated) | -1.2 | -3.0 | -0.9 | 3 | -0.1 | -1 | 3 | 0 | -0.7 | 2 | 0.2

Some of these compounds in order of length of the SMILES, ascending:
SMILES | ssDAF12 agonist | hgDAF12 agonist | hcDAF12 agonist | ADAM10 inh | DAX1 inh-1 | sPLA2-III inh | PLCb3 inh | ADAM17 inh | DAX1 inh-2 | PLC-gamma1 inh | GAA850 FXN act
COc1cc2c(c(OC)c1O)C(=O)CO2 | -1.1 | -1.0 | -1.9 | -5 | 2.2 | -4 | -6 | -1 | 0.0 | -3 | 1.3
CCCCC(CC)C(=O)NCc1ccc(F)cc1 (configuration not stated) | -1.4 | -2.5 | -0.1 | -5 | -1.2 | -1 | 5 | -1 | -0.1 | 4 | 1.2
CCOC(=O)c1ccccc1NC(=S)N1CCC(N2CCCCC2)CC1 | -1.1 | -2.4 | 1.4 | -13 | -0.5 | 9 | -3 | -8 | 0.3 | -1 | 0.6
CN(c1ccccc1)S(=O)(=O)c1ccc(C(=O)Nc2ccncc2)cc1 | -1.3 | -4.2 | -2.2 | -2 | -2.6 | -17 | -2 | 4 | -3.6 | 2 | -1.2
COc1cccc(OC)c1C(=O)NCCN1CCN(C(=O)c2c(OC)cccc2OC)CC1 | -0.7 | 1.7 | -1.0 | -1 | 0.1 | -3 | -2 | -4 | 0.0 | -2 | -1.0
N#CCCN(C(=O)COC(=O)c1cccc(S(=O)(=O)N2CCCCCC2)c1)c1ccc(F)cc1 | -0.5 | -1.3 | 1.5 | -1 | 0.3 | -6 | -3 | 1 | 0.7 | 0 | -0.5
CC(=O)Nc1ccc(NC(=O)[C@@H]2CCCN2S(=O)(=O)c2ccc3c(c2)OCCO3)cc1 | -0.8 | 2.2 | -0.2 | -1 | 0.1 | -2 | -5 | 0 | 2.1 | 0 | 1.2
